Screening data: PubChem BioAssay, National Center for Advancing Translational Sciences (NCATS)
PTAP TSG101 blk = qHTS Assay for Iinhibitors of HIV-1 Budding by Blocking the Interaction of PTAP/TSG101; Tumor susceptibility gene 101 protein (Homo sapiens), Q99816; Fluorescence polarization, FITC-PTAP peptide / Tsg101 binding; Potency, µM (highest dose often 115 µM), for the others: at the top dose activity change, negative = inhibition, actives largely listed as inhibitors; 340,000 tested, under 10 active; active = well fitted inhibition curve with a large enough effect in the main read-out, with a control signal flat, not every such curve was filed as active; inconclusive = small, poorly fitted or top-dose-only effect, or effect the other way, or a change in a side signal; inactive = no such curve, though single readings can be large or run the other way; note: potency is the fitted concentration of half-maximal effect; % of control where 0% means no effect
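Steps: Tsg101 binding domain dispensed (10 uM final), compounds pinned in DMSO, FITC-labeled PTAP-motif peptide added (50 nM final); after 20 min binding at room temperature, polarization measured.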
GALK inhibitor = qHTS Assay for Inhibitors of Human Galactokinase (GALK); P51570; Purified GALK, Kinase-Glo residual ATP luminescence; Potency, µM (highest dose often 57.5 µM), for inactives: at the highest dose activity change, negative = inhibition, hits mostly inhibitors; hit rate 0.007% among 270,000; note: potency is the fitted concentration of half-maximal effect; % is set by controls: 0 for no effect and ±100 for the full control effect
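The enzyme phosphorylates galactose (100 uM) using ATP (35 uM); inhibition is detected as higher residual ATP, quantified by bioluminescence after 1 h reaction at room temperature, pH 8.0.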
FBPA coupling cs = qHTS Assay for Inhibitors of Fructose-1,6-bisphosphate Aldolase from Giardia Lamblia: Coupling assay counterscreen; coupling enzyme system counterscreen, AmpLite Red fluorescence; activity change, negative = inhibition, % at 58.2 µM, hits read low; hit rate 0.67% among 290,000; in the data active = activity change below about -30%; note: % is set by controls: 0 for no effect and ±100 for the full control effect
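Compounds tested against the coupling enzymes alone at 57.5 uM final; readout was AmpLite Red fluorescence (525/598 nm) after 20 min at RT.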
S-ASM inh = Inhibitors of Secretory Acid Sphingomyelinase (S-ASM): qHTS; Potency, µM (doses to about 57.5 µM), for inactives: top-dose activity change, negative = inhibition, most hits filed as inhibitors; placental ASM, HMU-PC fluorogenic substrate, 60 min; hit rate 0.006% among 340,000; AID 504937, 2011; note: potency is the fitted concentration of half-maximal effect
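Fluorogenic HMU-PC substrate (9 uM final) is turned over by placental ASM in 60 min at 37 C after a 10 min compound preincubation. Reaction ended by alkaline stop (pH 10), with fluorescence read at 386/447 nm.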
B2AR arrestin = qHTS assay of beta-arrestin-biased ligands of beta2-adrenergic receptor | Potency, µM (doses to about 46.1 µM), for inactives: at the top dose activation, usual class: activators | beta-arrestin recruitment to beta2AR, cell-based reporter | Beta-2 adrenergic receptor (Homo sapiens), P07550 | hit rate 0.02% among 330,000;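 note: potency is the fitted concentration of half-maximal effect; 0% = DMSO controls and full agonism = EC100 isoproterenol or metaproterenol; nearly all actives have a fitted effect of over 65% in size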
PKM2 act = qHTS Assay for Activators of Human Muscle isoform 2 Pyruvate Kinase. Pyruvate kinase PKM (Homo sapiens), P14618. purified PKM2, Kinase-Glo ATP luminescence, activation; response scale: 0% is enzyme alone, no compound. AID 1631, 2009. hit rate 0.34% among 260,000. Potency, µM (doses to about 57.5 µM), inactives show top-dose activation, actives largely listed as activators; note: potency is the fitted concentration of half-maximal effect; % is set by controls: 0 for no effect and ±100 for the full control effect; nearly all actives have a fitted effect of over 55% in size
Target sequence (P14618 whole entry, looked up, canonical isoform): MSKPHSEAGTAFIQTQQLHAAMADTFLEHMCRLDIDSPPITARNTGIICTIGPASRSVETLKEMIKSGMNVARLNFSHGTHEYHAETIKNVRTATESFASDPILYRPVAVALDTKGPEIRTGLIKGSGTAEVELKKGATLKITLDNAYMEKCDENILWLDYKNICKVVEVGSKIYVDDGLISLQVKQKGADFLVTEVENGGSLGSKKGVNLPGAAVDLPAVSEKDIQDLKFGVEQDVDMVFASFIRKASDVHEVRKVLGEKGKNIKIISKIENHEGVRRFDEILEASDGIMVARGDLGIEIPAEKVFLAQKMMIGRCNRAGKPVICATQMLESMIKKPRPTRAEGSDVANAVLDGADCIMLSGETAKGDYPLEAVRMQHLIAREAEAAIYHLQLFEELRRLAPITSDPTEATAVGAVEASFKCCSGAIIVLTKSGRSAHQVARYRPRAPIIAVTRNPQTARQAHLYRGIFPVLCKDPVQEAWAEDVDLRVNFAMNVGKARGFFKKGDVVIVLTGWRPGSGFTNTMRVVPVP
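hPK-M2, >95% pure; 0.1 mM ADP / 0.5 mM PEP final; imidazole pH7.2 buffer w/ 7 mM MgCl2, 50 mM KCl; 1 h RT; Kinase-Glo lum. Intermediate enzyme activity for dual inhibitor/activator qHTS.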
Tb PFK inh = qHTS Assay to Find Inhibitors of T. brucei phosphofructokinase. ATP-dependent 6-phosphofructokinase (Trypanosoma brucei brucei), O15648. T. brucei PFK, ADP-Glo luminescence. Potency, µM (highest dose often 57.5 µM), for inactives: at the top dose activity, negative = inhibition, hits mostly inhibitors. hit rate 0.17% among 330,000;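 note: potency is the fitted concentration of half-maximal effect; 0% = uninhibited 1x PFK enzyme wells and -100% = no-enzyme wells; nearly all actives have a fitted effect of over 60% in size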
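ADP-Glo luminescence quantified ADP after 45 min at room temperature, with 1.25 nM T. brucei PFK, 0.1 mM ATP and 0.5 mM fructose-6-phosphate in pH 8.0 TEA buffer. qHTS titrations up to 57 µM; curves classified by quality.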
Giardia kill = Small Molecules that selectively kill Giardia lamblia: qHTS; Giardia lamblia trophozoite viability; activity change, % at 7.66 µM, hits read low; hit rate 0.15% among 340,000; AID 540267, 2011; in the data active = activity change below about -80%; inconclusive = between about -30% and that limit;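 note: parasites exposed to compound for two days anaerobically before the ATP read; % is set by controls: 0 for no effect and ±100 for the full control effect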
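Compounds were tested on trophozoites seeded at 100 cells/well and held 48 hrs at 37 deg C anaerobically. An ATP-based luminescent kit measured the remaining live cells.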
Integrin act MD = qHTS for Activators of Integrin-Mediated Alleviation for Muscular Dystrophy. alpha7betagal myoblasts, beta-gal FDG fluorescence, 48 h. Potency, µM (highest dose often 38.3 µM), for the others: at the highest dose activation, most hits filed as activators. hit rate 0.064% among 350,000;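 note: potency is the fitted concentration of half-maximal effect; 100% = response of the positive control SU9516; nearly all actives have a fitted effect of over 60% in size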
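Alpha7betagal+/- myoblasts (passage 13) were plated 16-24 hr, then exposed to compounds (1:260 dilution of DMSO stock) for 48 hours at 37C. After MPER lysis, β-galactosidase reporter activity was read as FDG fluorescence (ex 480/em 540) after 30 minutes.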
Menin MLL FP TR = qHTS Assay for Inhibitors Targeting the Menin-MLL Interaction in MLL Related Leukemias: Competition With Texas Red Labeled MLL-derived Mutant Peptide; O00255; Menin + Texas Red MLL mutant peptide, fluorescence polarization; Potency, µM (series often up to 61.6 µM), inactives show at the top dose FP activity change, negative = inhibition, hits mostly inhibitors; hit rate 0.23% among 270,000; AID 1768, 2009; active = well fitted inhibition curve with a large enough effect in the polarisation, with a control signal flat, not every such curve was filed as active; inconclusive = small, poorly fitted or top-dose-only effect, or effect the other way, or a change in a side signal; inactive = no such curve, though single readings can be large or run the other way; the % refers to the polarisation; note: potency is the fitted concentration of half-maximal effect; % of control where 0% means no effect; many of its hits are not listed in these tables
Target sequence (O00255 whole entry, looked up): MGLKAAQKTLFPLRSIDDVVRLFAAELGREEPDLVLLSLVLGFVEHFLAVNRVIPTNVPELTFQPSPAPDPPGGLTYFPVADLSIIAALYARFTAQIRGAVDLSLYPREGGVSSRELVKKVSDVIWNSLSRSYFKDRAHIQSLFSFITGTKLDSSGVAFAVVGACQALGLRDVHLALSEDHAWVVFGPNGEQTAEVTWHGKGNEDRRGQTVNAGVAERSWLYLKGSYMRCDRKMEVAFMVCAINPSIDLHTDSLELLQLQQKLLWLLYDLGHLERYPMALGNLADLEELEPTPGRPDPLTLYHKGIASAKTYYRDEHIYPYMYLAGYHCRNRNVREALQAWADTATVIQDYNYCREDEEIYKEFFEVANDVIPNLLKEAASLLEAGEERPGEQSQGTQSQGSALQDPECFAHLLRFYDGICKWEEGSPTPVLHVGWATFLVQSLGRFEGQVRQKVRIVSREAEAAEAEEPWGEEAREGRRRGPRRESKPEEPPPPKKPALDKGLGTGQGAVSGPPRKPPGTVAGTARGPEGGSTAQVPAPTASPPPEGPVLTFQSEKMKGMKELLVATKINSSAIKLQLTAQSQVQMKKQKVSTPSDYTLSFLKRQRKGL
BCR signal inh = qHTS Assay to Find Inhibitors of Chronic Active B-Cell Receptor Signaling. ABC-DLBCL IkBa-CBG/CBR reporter, luminescence ratio, 4 h. Potency, µM (series often up to 46.1 µM), for inactives: at the top dose ratio change, negative = lower green/red ratio, usual class: inhibitors. AID 493014, 2011. hit rate 0.05% among 340,000; active = well fitted inhibition curve with a large enough effect in the signal ratio, with a control signal flat, not every such curve was filed as active; inconclusive = small, poorly fitted or top-dose-only effect, or effect the other way, or a change in a side signal; the % refers to the signal ratio;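 note: potency is the fitted concentration of half-maximal effect; plate controls were basal doxycycline-induced cells for no effect and cells given 10 µM MG132 for full effect; MG132 reads +100%, hits lower the ratio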
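TMD8 human ABC-DLBCL cells with doxycycline-inducible IκBα–green luciferase fusion and unfused red luciferase, in 0.5% FBS medium; compounds up to 46 uM, 4 h at 37C. Green/red luminescence ratio, filter-overlap corrected, fitted to concentration-response curves.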
Starred values were filed as active, the others as inactive; [ ] = dose if it differs, or a comment. Unless noted, calls come from the whole dose curve; as a rule, active = well fitted curve in the direction sought with a large enough effect; inconclusive = small, poorly fitted or top-dose-only effect, or another doubt; inactive = no such curve, though single readings can be large; an effect the other way counts as inactive or inconclusive. This is a subset (hit frequency here may not be typical).

How did CC(=O)Nc1cc(NC(C)=O)cc(C(=O)OCC(=O)Nc2ccc(S(=O)(=O)NC3=NCCCCC3)cc2)c1 do in these assays?
PTAP TSG101 blk: -7%; GALK inhibitor: -3%; S-ASM inh: 2%; B2AR arrestin: 0.5%; PKM2 act: -22%; Tb PFK inh: inconclusive; Giardia kill: -7; Integrin act MD: -18%; BCR signal inh: -5%

Results for Fc1cc(Br)ccc1NC(=S)NCCc1ccccc1 ?
PTAP TSG101 blk: -5%; GALK inhibitor: -2%; FBPA coupling cs: -1; S-ASM inh: -4%; B2AR arrestin: -0.8%; PKM2 act: 0%; Tb PFK inh: 3%; Giardia kill: 6; Integrin act MD: -28%; Menin MLL FP TR: inconclusive; BCR signal inh: 1%

What do the screens show for `O=C(O)c1c2c(nc3ccc(S(=O)(=O)N4CCC(C(=O)NC5CCCCCC5)CC4)cc13)CCCC2`?
PTAP TSG101 blk: 0%; GALK inhibitor: -4%; FBPA coupling cs: 4; S-ASM inh: 1%; B2AR arrestin: 0.2%; PKM2 act: 0%; Tb PFK inh: -7%; Giardia kill: -23; Integrin act MD: -1%; Menin MLL FP TR: inconclusive; BCR signal inh: 16%

How did COc1ccc(/C=N/NC(=O)c2c(-c3ccccc3)noc2C)cc1[N+](=O)[O-] do in these assays?
PTAP TSG101 blk: 0%; GALK inhibitor: 6%; S-ASM inh: 1%; B2AR arrestin: -0.1%; PKM2 act: 1%; Tb PFK inh: 2%; Giardia kill: 1; Integrin act MD: -10%; BCR signal inh: -10%

What do the screens show for `Cc1ccc(S(=O)(=O)N2CCN(Cc3cc(C(C)(C)C)ccc3O)CC2)cc1`?
PTAP TSG101 blk: -3%; GALK inhibitor: -2%; FBPA coupling cs: -2; S-ASM inh: 3%; B2AR arrestin: -0.1%; PKM2 act: -1%[11.5 µM]; Tb PFK inh: 4%; Giardia kill: 0; Integrin act MD: -24%; Menin MLL FP TR: -4%; BCR signal inh: 4%

How did COc1ccc(C(=O)Nc2nc(CC(=O)NCCc3cccc(OC)c3)cs2)cc1 do in these assays?
PTAP TSG101 blk: -1%; S-ASM inh: -6%; B2AR arrestin: -2.4%; Tb PFK inh: -1%; Giardia kill: -7; Integrin act MD: -12%; BCR signal inh: inconclusive

Results for O=C(COc1ccccc1Cl)Nc1nnc(S(=O)(=O)N2CCCC2)s1 ?
PTAP TSG101 blk: -3%; FBPA coupling cs: -1; S-ASM inh: -4%; B2AR arrestin: 0.4%; PKM2 act: -6%; Tb PFK inh: 0%; Giardia kill: 31[activator]; Integrin act MD: 0%; Menin MLL FP TR: 12%; BCR signal inh: -12%

How did CCN1C(=O)c2ccccc2Sc2ccc(C(=O)NCCCN3CCCCC3)cc21 do in these assays?
PTAP TSG101 blk: -5%; GALK inhibitor: 2%; S-ASM inh: 0%; B2AR arrestin: 0.2%; Tb PFK inh: 1%; Giardia kill: 26; Integrin act MD: -19%; BCR signal inh: 0%

How did COc1cccc(NS(=O)(=O)c2cn(C)c(=O)n(C)c2=O)c1 do in these assays?
PTAP TSG101 blk: -8%; GALK inhibitor: 2%; FBPA coupling cs: 0; S-ASM inh: 1%; B2AR arrestin: 0.0%; PKM2 act: 13%; Tb PFK inh: -1%; Giardia kill: 3; Integrin act MD: 14%; Menin MLL FP TR: -17%; BCR signal inh: -3%

Results for CCOC(=O)c1sc(C)c(C(=O)NCC(C)(C)CN(C)C)c1N ?
PTAP TSG101 blk: 0%; GALK inhibitor: -2%; FBPA coupling cs: 3; S-ASM inh: 5%; B2AR arrestin: 0.4%; PKM2 act: -1%; Tb PFK inh: 0%; Giardia kill: -20; Integrin act MD: -17%; Menin MLL FP TR: 19%; BCR signal inh: 5%

What do the screens show for `CCOC(=O)CP(=O)(c1ccccc1)c1ccccc1`?
PTAP TSG101 blk: 0%; GALK inhibitor: -2%; FBPA coupling cs: 3; S-ASM inh: 1%; B2AR arrestin: -0.1%; PKM2 act: -5%; Tb PFK inh: -1%; Giardia kill: 21; Integrin act MD: 0%; Menin MLL FP TR: 1%; BCR signal inh: -14%

How did N#CCCCCN1CCCC1 do in these assays?
PTAP TSG101 blk: 0%; GALK inhibitor: -2%; FBPA coupling cs: 0; S-ASM inh: -1%; B2AR arrestin: -0.6%; PKM2 act: -3%; Tb PFK inh: -4%; Giardia kill: inconclusive; Integrin act MD: 3%; Menin MLL FP TR: -3%; BCR signal inh: 1%

How did C/C(=N/NC(=O)CNC(=O)CCc1ccccc1)c1ccc(Cl)cc1 do in these assays?
PTAP TSG101 blk: -1%; GALK inhibitor: -4%; FBPA coupling cs: -6; S-ASM inh: -4%; B2AR arrestin: -0.5%; PKM2 act: 1%; Tb PFK inh: 0%; Giardia kill: 20; Integrin act MD: 5%; BCR signal inh: -2%

Results for O=C(O)CC(C(=O)OCC1CCCO1)N1CCOCC1 (stereo not given) ?
PTAP TSG101 blk: -3%; GALK inhibitor: -2%; FBPA coupling cs: 2; S-ASM inh: 0%; B2AR arrestin: 0.0%; PKM2 act: -3%; Tb PFK inh: -2%; Giardia kill: -11; Integrin act MD: -7%; Menin MLL FP TR: -12%; BCR signal inh: 6%

What do the screens show for `O=C(Nc1ccc(N2CCCC2)cc1)c1ccccc1[N+](=O)[O-]`?
PTAP TSG101 blk: -9%; GALK inhibitor: -1%; FBPA coupling cs: 2; S-ASM inh: 1%; B2AR arrestin: 0.1%; PKM2 act: -9%; Tb PFK inh: 1%; Giardia kill: -3; Integrin act MD: inconclusive; Menin MLL FP TR: -12%; BCR signal inh: inconclusive

Results for Fc1ccc(NC(=S)N2CCc3ccccc32)cc1 ?
PTAP TSG101 blk: -5%; GALK inhibitor: 0%; FBPA coupling cs: -1; S-ASM inh: -2%; B2AR arrestin: -0.2%; PKM2 act: -1%; Tb PFK inh: 0%; Giardia kill: 23; Integrin act MD: -23%; Menin MLL FP TR: 11%; BCR signal inh: -2%

What do the screens show for `CCCCCCn1ccc(=N)cc1`?
PTAP TSG101 blk: -1%; GALK inhibitor: -5%; FBPA coupling cs: -2; S-ASM inh: 2%; B2AR arrestin: -0.5%; PKM2 act: 0%; Tb PFK inh: 4%; Giardia kill: 2; Integrin act MD: -54%; Menin MLL FP TR: -7%; BCR signal inh: 2%

How did CCCNC(=O)c1ccc2c(=O)c(O)c(-c3ccc(F)cc3)[nH]c2c1 do in these assays?
PTAP TSG101 blk: -1%; GALK inhibitor: 0%; FBPA coupling cs: -3; S-ASM inh: 18%; B2AR arrestin: -0.2%; PKM2 act: 0%; Tb PFK inh: 2%; Giardia kill: -19; Integrin act MD: -16%; BCR signal inh: -6%

Results for COc1ccccc1NS(=O)(=O)c1c(C(=O)N2CCCC2)c(C)n(C)c1C ?
PTAP TSG101 blk: -2%; GALK inhibitor: 1%; S-ASM inh: -3%; B2AR arrestin: -0.3%; Tb PFK inh: -1%; Giardia kill: 12; Integrin act MD: -5%; BCR signal inh: 0%

Results for O=C(NCc1ccco1)C1CCCN1S(=O)(=O)c1ccc2ccccc2c1 (stereo not given) ?
PTAP TSG101 blk: -3%; GALK inhibitor: -1%; FBPA coupling cs: 2; S-ASM inh: 1%; B2AR arrestin: 0.0%; PKM2 act: 2%; Tb PFK inh: 2%; Giardia kill: -5; Integrin act MD: 11%; Menin MLL FP TR: -3%; BCR signal inh: inconclusive

Results for Cc1ccc(NC(=O)CN2C(=O)C(=O)N(C3CCCC3)C2=O)cc1Cl ?
PTAP TSG101 blk: -10%; S-ASM inh: -8%; B2AR arrestin: -0.3%; Tb PFK inh: -1%; Giardia kill: -4; Integrin act MD: -21%; BCR signal inh: 2%

How did O=C(NCCCN1CCOCC1)C(=O)N/N=C/c1ccccc1O do in these assays?
PTAP TSG101 blk: -8%; GALK inhibitor: -1%; FBPA coupling cs: 0; S-ASM inh: 3%; B2AR arrestin: 0.5%; PKM2 act: -2%; Tb PFK inh: 1%; Giardia kill: -1; Integrin act MD: 14%; BCR signal inh: 2%
